# Hsp70 inhibitors – Hsp70 inhibitors, probe displacement, primary screen, biochemical, fluorescence polarization (AID 583). displacement, % at 20 µM, or IC50 in µM where a hit was titrated. hit rate 0.06% among 140,000. Hsp70 fluorescence polarization probe displacement, mP; higher % means a stronger effect; in the data active = displacement above about 50%;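 note: plate controls were vehicle for no effect and reference ligand for full effect; a part of the inactive calls stands beside numbers as strong as those of hits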
# Rat MKP-3 inhibitors – inhibition of rat DUSP6 enzyme activity – biochemical, in vitro, primary screen (AID 425); recombinant MKP-3 phosphatase activity, fluorescence; higher % means a stronger effect; inhibition, % at 20 µM, or IC50 in µM where a hit was titrated; hit rate 0.17% among 110,000; in the data active = inhibition above about 50%;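 note: plate controls were vehicle for no effect and reference inhibitor for full effect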
# * = called active by the depositor; · = no result given; & = joins results of further samples. Not all compounds are listed; count on the stated rates, not on these rows.
# Sample of the layout:
structure	Hsp70 inhibitors	Rat MKP-3 inhibitors
O=C1CC(c2ccccc2)CC(O)=C1C=NCc1ccc(F)cc1 (configuration not stated)	-8.2%	1%
CCOC(=O)C1=C(c2ccccc2)NC(=S)NC1c1ccc(SC)cc1 (configuration not stated)	1.1%	-1%

# Main list, from the first entry:
structure	Hsp70 inhibitors	Rat MKP-3 inhibitors
O=C1CC(c2ccccc2)CC(O)=C1C=NCc1ccc(F)cc1 (configuration not stated)	-8.2%	1%
CCOC(=O)C1=C(c2ccccc2)NC(=S)NC1c1ccc(SC)cc1 (configuration not stated)	1.1%	-1%
Cc1cc(C(=O)CSc2ccc(Cl)cc2)cc(C)c1OC(=S)N(C)C	-7.5%	·
O=C(Nc1ccc2c(c1)OCO2)C1CCCN(c2nc3ccccc3s2)C1 (configuration not stated)	-6.1%	-13%
O=C(CCN1C(=O)COc2ccccc21)NCc1ccco1	5.3%	-15%
CS(=O)(=O)N(Cc1ccc(C(=O)Nc2ccc(CC#N)cc2)cc1)c1ccccc1	4.9%	2%
Cc1cc2nc(-c3cc(NC(=O)c4ccco4)ccc3Cl)oc2cc1C	-13%	10%
Cc1nnc(NC2(C(F)(F)F)C(=O)Nc3c2c(=O)n(C)c(=O)n3C)s1 (configuration not stated)	-1.5%	-6%
Cn1c(=O)n(C/C=C/c2ccccc2)c(=O)c2c1nc1n2CCCN1c1ccc(F)cc1	-0.8%	-15%
COc1ccc(CCNc2cc(N3CCN(CCO)CC3)ccc2[N+](=O)[O-])cc1OC	1.1%	-1%
COc1ccc2cc(C(=O)NCC(=O)O)sc(=O)c2c1OC	-3.0%	·
COc1ccc(Cl)cc1C(=O)NCCc1ccc(S(=O)(=O)NC(=O)NC2CCCCC2)cc1	-0.2%	3%
Cc1ccc(S(=O)(=O)N2CCCC2C(=O)n2nc(C)cc2C)cc1 (configuration not stated)	-0.6%	-2%
N#Cc1nc(-c2ccc(OCc3ccccc3)cc2)oc1NCCCN1CCOCC1	-3.0%	3%
COc1ccc(Cl)cc1C(=O)Nc1sc2c(c1C(N)=O)CCC(C)C2 (configuration not stated)	-3.4%	4%
CCN(CC)C1=NC(C(F)(F)F)(C(F)(F)F)N=C(OC(C)C)O1	5.0%	-4%
CCOC(=O)N1CCN(C(=O)c2cnsn2)CC1	1.0%	-15%
CC(C)c1nc(SCC(=O)Nc2ccc3c(c2)OCCO3)c2c(=O)n(C)c(=O)n(C)c2n1	-2.3%	3%
CCc1sc(NC(=O)COc2ccccc2)c(C(N)=O)c1C	-3.9%	5%
N#Cc1cccc(NC(=O)NCCc2c[nH]c3ccccc23)c1	-1.5%	-3%
COCCN1C(=O)C(=O)/C(=C(/O)c2cccc(OC)c2)C1c1ccc(C)o1 (configuration not stated)	·	-8%
O=c1[nH]nc(Cc2ccccc2)c2ccccc12	3.9%	·
CN(CCCNC(=O)C1CCN(S(=O)(=O)c2cccc3nsnc23)CC1)Cc1ccccc1	-1.5%	-3%
COc1ccccc1Oc1ccccc1C(=O)O	3.7%&-2.1%	-3%&2%
Cc1ccc(C(=O)NC(NC(=S)Nc2cc(C)ccc2C)C(Cl)(Cl)Cl)cc1 (configuration not stated)	-1.3%	-1%
Nc1nc(-c2ccccc2)cs1	5.6%	·
O=C(CC1SC(N2CCCCC2)=NC1=O)Nc1cccc(C(F)(F)F)c1 (configuration not stated)	1.2%	·
COc1ccc(C)cc1NCc1ccncc1	-0.1%	-1%
OCc1ccc(-c2cccc(Cl)c2)o1	-1.6%	3%
O=C(COC(=O)c1cccs1)c1ccccc1	-0.1%	-6%
Cc1cc(C)n(/N=C/c2c[nH]c3ccccc23)c(=O)c1C#N	-5.9%&5.9%	0%
COc1ccc(CCNC(=O)c2ccc(CS(=O)(=O)c3ccc(Cl)cc3)o2)cc1OC	-0.6%	·
COc1ccc2[nH]c(C)c(C(=O)CN3CCN(C/C=C/c4ccccc4)CC3)c2c1	0.4%	·
Cc1ccc2[nH]c(C)c(CN3CC(C)OC(C)C3)c(=O)c2c1 (configuration not stated)	-2.2%	0%
Cc1ccc(N(CC(=O)NCc2ccncc2)S(=O)(=O)c2ccc(F)cc2)cc1	3.9%	2%
CCc1nnc(NC(=O)CSc2nc3ccccc3s2)s1	1.7%	-12%
CCC1S/C(=N/N=C/c2ccc3c(c2)OCO3)NC1=O (configuration not stated)	-2.7%	1%
CCOC(=O)COc1ccccc1/C=C1\C(=O)NC(=O)N(c2ccc(C)cc2)C1=O	3.6%	0%
COc1ccc(NS(=O)(=O)c2cccc(C(=O)OCC(=O)Nc3cc(C)on3)c2)cc1	6.5%	·
Cc1ccc(-c2ccccc2)n1-c1ccc(C(=O)NN)cc1	1.0%	3%
COc1ccc(N2CCN(C(=O)CSc3ccccc3)CC2)cc1	8.0%	-11%
Cc1ccc2[nH]c(=O)c(CN(CC3CCCO3)S(=O)(=O)c3cccc4nsnc34)cc2c1 (configuration not stated)	2.5%	-5%
COc1ccc(OC)c(NC(=O)CSc2nc(N)c(-c3ccccc3)c(=O)[nH]2)c1	4.5%	3%
O=C(c1ccc(Br)o1)N1CCN(c2ccc([N+](=O)[O-])cc2)CC1	6.4%	-1%
O=C(c1cccc(Cl)c1)N1CCN(Cc2ccccc2F)CC1	-1.7%&-0.7%	1%&3%
CCC(c1nnnn1CCOC)N1CCN(Cc2ccccc2)CC1 (configuration not stated)	-1.4%	-15%
CCc1ccc2oc(-c3cc(N=Cc4cccc(OC)c4O)ccc3O)nc2c1	0.9%	-9%
N#Cc1c(-c2ccco2)nc(NCC2CCCO2)[nH]c1=O (configuration not stated)	3.2%	-12%
CCn1c(COc2cccc(C)c2)nnc1SCC(=O)CC(=O)Nc1ccccc1OC	1.4%	-4%
CCOC(=O)c1c(C)[nH]c2c1cc(O)c1ccccc12	-0.5%	·
Cc1cccn2c(=O)c3cc(C(=O)N4c5ccccc5CC4C)n(C)c3nc12 (configuration not stated)	18%	8%
Clc1ccccc1OCCn1ccnc1	1.1%	-14%
Nc1c(C(=O)c2ccc(Br)s2)oc2ccccc12	-7.3%	-1%
COc1cc(/C=C/C(=O)O)ccc1S(=O)(=O)Nc1ccc(C(=O)O)cc1	-2.0%	0%
Cc1cc(NC(=O)CSc2ccc(-c3ccccc3)nn2)no1	-1.2%	·
COc1ccc(-c2nnc3sc(-c4ccc(Br)o4)nn23)cc1OC	4.1%	-14%
Cc1ccc(CNC(=O)C2CCCCC2C(=O)O)cc1 (configuration not stated)	8.4%	-5%
Cc1nc(C)c(C(=O)NNC(=O)c2cccc([N+](=O)[O-])c2C(=O)O)s1	2.1%	0%
O=C(c1ccc(CS(=O)(=O)c2ccc(Br)cc2)o1)N1CCN(C2CCCCC2)CC1	0.7%	-2%
Cc1cccc(OCCCN2CCCC2)c1C	-2.5%	-4%

# (next part)
structure	Hsp70 inhibitors	Rat MKP-3 inhibitors
COc1ccc(-n2c(NCCN(C)C)nc3sc4c(c3c2=O)CCCCC4)cc1	-4.7%	·
Cc1ccc(S(=O)(=O)N2CCN(C(=O)CN3CCCC3)C2)cc1	6.6%	-7%
O=C(O)c1cc(-c2ccccc2Cl)n[nH]1	-3.8%	0%
O=C(CSc1nc2ccccc2c(=O)[nH]1)N1CCN(S(=O)(=O)c2ccccc2)CC1	0.5%	·
COc1ccccc1NC(=O)CC1S/C(=N\N=C(/C)C(C)(C)C)NC1=O (configuration not stated)	1.1%	3%
O=C1NC(=O)N(c2ccccc2)C(=O)/C1=C\c1ccc(-c2cccc(C(=O)O)c2)o1	5.7%	2%
COc1ccc(N(CC(=O)NCc2ccco2)S(=O)(=O)c2ccc(OC)c(OC)c2)cc1	1.6%	-7%
CCC(CO)NCc1ccc(OC2CCCC2)cc1 (configuration not stated)	-5.3%	·
COc1ccc(CNC(=O)c2cc(Cl)ccc2Cl)cc1	3.1%	2%
COc1cc(/C=C2/SC(=S)N(C)C2=O)ccc1OCCOc1ccc([N+](=O)[O-])cc1	1.1%	0%
O=C1NC(Cc2c[nH]c3ccccc23)C(=O)N1CCOc1ccccc1 (configuration not stated)	1.8%	-3%
C/C(=N/N=C(\C)C1C(=O)c2ccccc2C1=O)c1cccs1	1.2%	-4%
CCc1c(C(=O)Nc2ccc(S(=O)(=O)N3CCOCC3)cc2)csc1C	4.1%	-7%
COC(=O)C1(c2ccccc2)NC(c2cccs2)C2C(=O)N(c3ccccc3)C(=O)C21 (configuration not stated)	2.0%	·
CCOC(=O)c1[nH]c2ccccc2c1NC(=O)CC(C)C	-1.0%	2%
O=S(=O)(NCCOCC(F)(F)C(F)F)c1ccc2oc3ccccc3c2c1	1.5%	0%
Cc1c(NS(=O)(=O)c2ccc3c(c2)CCN3C(=O)C2CC2)c(=O)n(-c2ccccc2)n1C	-0.9%	-4%
Cc1ccc2ccccc2c1CSCC(=O)Nc1ccccc1	-4.5%	2%
O=C(Nc1c(C(=O)Nc2ccccc2)cnn1-c1ccccc1)c1ccco1	-4.1%	-1%
Nc1cccc(C(=O)/C=C/c2ccc(Cl)cc2Cl)c1	5.2%	4%
COc1cccc(C2OC(=O)c3ccccc3N2C(C)=O)c1OC(C)=O (configuration not stated)	0.0%	-7%
CC(C)(C)c1ccc(C(=O)Nc2sc3c(c2C(N)=O)CCCCC3)cc1	1.8%	0%
O=C(O)CCc1ccc(-c2ccccc2)n1CC(=O)O	6.7%	-9%
Cc1ccc(C(=O)Nc2ccc3c(c2)OCCO3)o1	-0.4%	·
CCCCNc1cc(C)oc(=O)c1C(C)=O	4.2%&2.6%	-14%&-1%
Cc1cc(C)c(NC(=O)c2ccccc2N(C)S(C)(=O)=O)c(C)c1	0.4%	·
CC(=O)N1CCN(Cc2nc3cc(NC(=O)c4ccccc4C)ccc3n2C)CC1	-3.4%	·
Cc1cccc(C(=O)Nc2ccccc2C(=O)OCc2c(C)noc2C)c1	·	6%
N[C@@H](Cc1ccccc1)c1nnc(SCc2ccccc2F)o1	-1.1%	10%
CCOC(=O)c1c(NC(=O)CC2Sc3ccc(C(F)(F)F)cc3NC2=O)sc(C)c1C (configuration not stated)	0.1%	1%
O=C1C(Cl)=C(Nc2ccc(Cl)cc2)C(=O)c2ccccc21	-10%	0%
COc1ccccc1CC(=O)NCC1CCCO1 (configuration not stated)	1.5%	-1%
CCOC(=O)CSc1nc(-c2ccc3c(c2)OCO3)ccc1C#N	-3.5%	4%
CC(=O)OC1CC(n2ccc(NC(=O)c3ccccc3)nc2=O)OC1CO (configuration not stated)	1.7%	·
O=C(Nc1cccnc1)c1cccc2c1C(=O)c1ccccc1-2	2.3%	1%
O=C(Cc1c[nH]c2ccccc12)NCc1ccc2c(c1)OCO2	-1.1%	-12%
Cc1cc(NC(=O)c2ocnc2C)no1	0.2%	-6%
Cc1ccccc1OCC(O)Cn1c(N2CCN(c3ccccc3)CC2)nc2c1c(=O)[nH]c(=O)n2C (configuration not stated)	2.0%	-9%
CN(C)c1ccc(CNCCC2(O)CCOC(C)(C)C2)cc1 (configuration not stated)	1.9%	-6%
O=C(Nc1cccnc1)c1noc2c1CCCC2	0.3%	7%
O=C(O)CCCC(=O)Nc1ccc(N2CCCC2)cc1	11%	-15%
Cc1cc2ccccc2c(=O)n1CC(=O)NCC(=O)N1CCCC(C)C1 (configuration not stated)	-2.4%	·
COc1ccc(OC)c(NS(=O)(=O)c2ccc3c(c2)n(C)c(=O)n3C)c1	3.1%	-14%
COCCN(C(=O)Cn1nnc2ccccc21)C(C(=O)NC1CCCC1)c1cc(OC)ccc1OC (configuration not stated)	0.4%	-10%
COc1ccc(/C=N\NS(=O)(=O)c2ccc(Cl)cc2)cc1COc1ccccc1[N+](=O)[O-]	-4.0%	·
O=C(c1cc2ccccc2o1)N1CCCCCC1	-0.6%	-17%
Cn1c(NCc2ccccc2)cc(=O)n(C)c1=O	1.9%&1.0%	0%&3%
O=C(CCCc1ccccc1)NCc1cn2ccsc2n1	-0.8%	0%
Cc1ccc(NCc2nnc(SCC(=O)Nc3ncc(C)s3)n2Cc2ccco2)c(C)c1	14%	2%
CC(C)CNC(=O)C1CCN(c2ccc(S(=O)(=O)N3CCOCC3)cc2Cl)CC1	2.8%	-1%
Nc1nc(SCc2nc(-c3ccccc3)no2)[nH]c(=O)c1-c1ccccc1	6.0%	·
Cc1ccc2nc(C3CCN(S(=O)(=O)c4ccc5ccccc5c4)CC3)[nH]c2c1	1.6%	·
COc1ccc(C2=Nn3c(nnc3-c3cccnc3)SC2)cc1OC	-3.6%	-4%
COc1ccc(CC(=O)Nc2ccc(Br)cc2F)cc1OC	4.4%	-3%
COc1ccc(-c2c/c(=N\c3nc(-c4ccccc4)c(C)s3)c3ccccc3o2)cc1O	-22%	·
O=C(CSc1nc(-c2ccco2)cc(C(F)(F)F)n1)N1CCN(Cc2ccccc2)CC1	-6.6%	0%
COC(=O)C1=C(C)n2nnnc2NC1c1ccc(Cl)cc1 (configuration not stated)	2.3%	-8%

# A few values from above:
# O=C(O)CCCC(=O)Nc1ccc(N2CCCC2)cc1 | Hsp70 inhibitors = 11%
# CC(C)CNC(=O)C1CCN(c2ccc(S(=O)(=O)N3CCOCC3)cc2Cl)CC1 | Hsp70 inhibitors = 2.8%
# O=C(Nc1ccc2c(c1)OCO2)C1CCCN(c2nc3ccccc3s2)C1 (configuration not stated) | Hsp70 inhibitors = -6.1%
# Cn1c(NCc2ccccc2)cc(=O)n(C)c1=O | Rat MKP-3 inhibitors = 0%&3%
# CN(CCCNC(=O)C1CCN(S(=O)(=O)c2cccc3nsnc23)CC1)Cc1ccccc1 | Hsp70 inhibitors = -1.5%
# Cc1nc(C)c(C(=O)NNC(=O)c2cccc([N+](=O)[O-])c2C(=O)O)s1 | Rat MKP-3 inhibitors = 0%
# Cc1cccc(C(=O)Nc2ccccc2C(=O)OCc2c(C)noc2C)c1 | Rat MKP-3 inhibitors = 6%

# High-throughput results: PubChem, Sanford-Burnham Center for Chemical Genomics
